Screening results (PubChem)
ERAP1 HTS inh: blocks human ERAP1 aminopeptidase activity; recombinant ERAP1, Leu-AMC fluorescence, 60 min; inhibition, % at 10.7 µM; actives 0.15% (n = 340,000); AID 652197;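 active = mean replicate inhibition of at least 30%, or all replicates individually reaching that 30% level; inactive = mean below 30% and not every replicate reaching it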;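 also: 0% = neutral control wells and 100% = L-leucinethiol positive control wells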
RAD52 inh: blocks human RAD52 DNA annealing. P43351. recombinant RAD52 DNA annealing, FRET fluorescence. inhibition, % at 18.7 µM. actives 0.46% (n = 360,000). AID 651710;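 active = every replicate showing at least 50% inhibition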
Target sequence (P43351 whole entry, looked up): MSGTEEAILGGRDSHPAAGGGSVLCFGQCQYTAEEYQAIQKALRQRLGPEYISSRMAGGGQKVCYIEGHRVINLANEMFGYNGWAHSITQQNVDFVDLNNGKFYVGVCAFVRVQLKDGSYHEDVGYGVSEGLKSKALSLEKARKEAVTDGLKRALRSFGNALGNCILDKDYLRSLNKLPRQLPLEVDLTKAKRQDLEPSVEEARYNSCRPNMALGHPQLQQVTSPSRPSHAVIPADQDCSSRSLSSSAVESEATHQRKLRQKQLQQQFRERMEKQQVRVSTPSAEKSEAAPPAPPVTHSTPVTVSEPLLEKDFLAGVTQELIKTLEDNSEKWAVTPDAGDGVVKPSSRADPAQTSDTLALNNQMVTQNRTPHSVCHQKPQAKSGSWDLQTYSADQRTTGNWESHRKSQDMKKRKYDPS
E-sel inducer: induces E-selectin expression in human endothelial cells | actives 0.37% (n = 260,000) | activation, % at 7.58 µM | P16581 | HUVEC E-selectin immunofluorescence imaging; normalized: neutral wells 0, TNF-alpha wells 100;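 active = mean E-selectin-positive cell signal at least 10% of the positive control, reached in at least 60% of replicates, without over 20% cell loss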;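 also: in these data hits start at about 27%; measured in HUVEC primary endothelial cells; signal is the percent of cells scored E-selectin positive by PE staining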
Target sequence (P16581 whole entry, looked up): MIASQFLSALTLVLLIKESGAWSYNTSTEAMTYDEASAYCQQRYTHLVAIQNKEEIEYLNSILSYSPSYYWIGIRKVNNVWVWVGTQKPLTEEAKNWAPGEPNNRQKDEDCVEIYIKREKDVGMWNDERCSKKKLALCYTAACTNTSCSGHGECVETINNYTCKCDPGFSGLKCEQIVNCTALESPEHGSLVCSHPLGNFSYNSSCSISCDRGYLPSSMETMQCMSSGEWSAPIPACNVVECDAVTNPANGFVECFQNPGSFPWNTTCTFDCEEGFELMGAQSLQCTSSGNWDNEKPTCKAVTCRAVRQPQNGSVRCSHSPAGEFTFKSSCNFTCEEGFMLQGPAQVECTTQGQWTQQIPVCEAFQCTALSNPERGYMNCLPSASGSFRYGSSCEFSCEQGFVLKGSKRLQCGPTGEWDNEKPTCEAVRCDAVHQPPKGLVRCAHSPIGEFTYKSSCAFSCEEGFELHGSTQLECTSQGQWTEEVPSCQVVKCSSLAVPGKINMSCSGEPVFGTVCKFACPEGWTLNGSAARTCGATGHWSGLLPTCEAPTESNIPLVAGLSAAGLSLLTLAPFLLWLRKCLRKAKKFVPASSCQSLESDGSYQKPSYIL
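Test system – human umbilical vein endothelial cells (HUVEC), E-selectin induction · Input – 3,000 HUVEC seeded per well · Buffer or medium – EGM-2, gelatin · Compound dosing – single-point compound dose · Detection – immunofluorescence imaging · Measure – percent E-selectin-positive cells · Controls – TNF-alpha high, DMSO low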
The depositor's hits bear a star; i = inactive. The list is partial. The share of hits here may be higher or lower than overall.

nr	canonical_smiles	RAD52 inh	ERAP1 HTS inh	E-sel inducer
1	Cc1ccc(N2C(=O)C3ON(c4ccccc4)C(CC(C)C)C3C2=O)cc1 (stereo not drawn)	-19	1	5.5
2	COc1ccc(C#Cc2ccc3c(c2)[C@H]2[C@H](CCN2Cc2ccncc2)[C@@H](CO)N3)cc1	63*	0	0.7
3	CC1=NN(c2ccccc2)C(=O)C1C(=O)c1ccccc1 (stereo not drawn)	-9	0	-0.8
4	Cc1cccc(NC2=C(Cl)C(=O)OC2OC(C)C)c1 (stereo not drawn)	-6	-2	-1.1
5	COc1ccc(CNCCC2(Cc3ccccc3)CC(C)N(C)CC2C)cc1OC (stereo not drawn)	-7	-2	4.2
6	CCCCNc1ccc2c(c1)OC[C@@H](C)NS2(=O)=O	1	6	0.0
7	CCOC(=O)c1cccc(NC(=O)c2ccc(N(C)C)cc2)c1	1	4	0.2
8	CCN(CC)CCCNc1oc(-c2ccccc2[N+](=O)[O-])nc1C#N	-4	4	-0.3
9	Cc1ccc(CNC(=O)c2nn(C)c(C)c2[N+](=O)[O-])cc1	-20	-2	-0.4
10	Cc1ccc(C)c(Nc2nc3ccccc3n3cnnc23)c1	-20	0	0.2
11	Cc1cccc(C)c1-n1nnnc1C1(C)CCC(=O)N1CCCN1CCOCC1 (stereo not drawn)	-12	-7	0.5
12	Cc1ccc(S(=O)(=O)N[C@H]2CCC[C@@H]2O)cc1	-6	-2	0.0
13	S=C(NN=C1CCCCC1=NNC(=S)N1CCOCC1)N1CCOCC1	-70	-3	-0.2
14	CCCCc1c(-c2ccc(F)cc2)ncn1CCc1ccccc1OC	17	1	-0.2
15	COc1ccc(S(=O)(=O)N2CCN=C2SCc2cccnc2)cc1	-11	-1	-0.9
16	CCOc1cc(C(=O)Nc2ccccc2N2CCOCC2)ccc1OCC(=O)N1CCCCC1	4	-2	-0.1
17	C/C(CCc1ccccc1)=N\NC(=O)COc1ccccc1C	-10	-3	2.3
18	O=C(O)c1ccc(C=NNC(=O)c2cccc3ccccc23)cc1	-10	-17	0.1
19	COC(=O)C1=C(C)N(C)C(=NCc2ccccc2)NC1CCc1ccccc1 (stereo not drawn)	0	3	-0.2
20	COc1cc2c(cc1NC(=O)C(F)(F)F)-c1ccc(NC(=O)C(F)(F)F)cc1C2	1	2	-0.5
21	C1=C[C@H]2CCCN3CC[C@@H]([C@@H]2[C@]32CO2)[C@H]1CCOCc1ccccc1	-48	-3	0.4
22	N#CCC(=O)N/N=C/c1ccc(SCC(=O)Nc2ccccc2)o1	-32	0	5.0
23	COc1ccc2oc(-c3ccccc3)c(C(=O)O)c2c1	7	-2	0.0
24	O=C(O)c1cccc(N/N=C/c2cccs2)c1	-11	6	-2.6
25	CCN(CC)CCN(C(=O)c1ccc(C(C)=O)cc1)c1nc2ccc(Cl)cc2s1	7	1	-0.2
26	CN(CC(=O)Nc1sc2c(c1C#N)CCCCC2)Cc1nc2ccccc2c(=O)[nH]1	-12	-2	0.1
27	COCCNC(=O)C[C@H]1CC[C@H]2[C@@H](COc3ccc(NC(C)=O)cc3C(=O)N2C)O1	2	0	0.0
28	Nc1nc2c(ncn2[C@@H]2O[C@H](C(=O)NCCCc3ccccc3)[C@@H](O)[C@H]2O)c(=O)[nH]1	-5	3	0.0
29	O=C(/C=C/c1ccc([N+](=O)[O-])s1)N1CCCC1	-13	0	-1.9
30	CC(C)(C(N)=O)c1ccccc1	0	3	0.6
31	COC(=O)C1=C(C)N(Cc2ccccc2C(F)(F)F)C(=NCc2ccc(C(F)(F)F)cc2)NC1c1ccc(C(F)(F)F)cc1 (stereo not drawn)	-9	-3	1.6
32	O=C(O)CSCCOc1ccc(OCCSCC(=O)O)cc1	-11	0	-0.2
33	O=C(Nc1ccccc1Cl)C1C2CCC3C(CCC21)C3(Cl)Cl (stereo not drawn)	-4	1	-0.4
34	Cc1ccc(S(=O)(=O)c2nc(Nc3ccccc3C#N)sc2Cl)cc1	-10	-1	-0.4
35	C[C@@H](NC(=O)[C@@H]1CCCN1C(=O)OC(C)(C)C)c1ccccc1	-12	-3	0.0
36	CCOC(=O)[C@]12CCC=C1N(Cc1ccc3c(c1)OCO3)C(=O)[C@H](CC(=O)NCc1cccs1)C2	-22	-1	-0.5
37	COc1ccc(S(=O)(=O)N2CCC[C@H]2C(=O)N2CCC[C@H]2C(=O)NCc2ccccn2)cc1C	-25	-2	-0.1
38	O=[N+]([O-])c1cnc2nc(-c3ccncc3)nn2c1O	-8	0	-0.3
39	COc1ccc(CCN(C)C(=O)c2cc(S(=O)(=O)N3CCCCC3)ccc2Cl)cc1OC	10	3	-2.4
40	C=CCN=C1NC(CCc2ccccc2)C(C(=O)OC)=C(C)N1C (stereo not drawn)	-10	2	0.0
41	COc1cccc(NC(=O)NCc2ccc(F)cc2)c1	-11	0	-0.4
42	Cc1cccc(N2CCN(C(=O)C3COc4ccccc4O3)CC2)c1C (stereo not drawn)	-22	-4	-0.1
43	CC(=O)NC(CC(=O)NNC(=O)COc1c(C)cccc1C)c1ccccc1 (stereo not drawn)	-11	0	0.8
44	COc1cccc(C=C(C(C)=O)C(=O)c2ccccc2)c1	-38	4	-0.2
45	Cc1nnc2nc(N)[nH]n2c1=O	-7	-1	0.0
46	O=C1CCN(C(=O)c2cccs2)c2ccccc21	-25	5	1.0
47	COC(=O)c1ccc2nc(C3CCCCC3)c(Cc3ccccc3OC)n2c1	-32	-2	0.1
48	O=C1NC[C@H](CCCCN2CCN(Cc3ccccc3)C(=O)C2=O)N(Cc2ccccc2)C1=O	-6	3	2.8
49	O=C(Nc1ccc(O)c(C(=O)O)c1)Oc1ccccc1	-10	3	0.2
50	COc1ccc(Br)c(C(=O)NCCC(C)C)c1	-13	-9	0.7
51	Clc1ccc(Cc2ccccn2)cc1	-3	-4	-1.5
52	CC(=O)N1[C@H](CO)[C@H](c2ccc(-c3ccncc3)cc2)[C@@H]1CNC(=O)CC1CC1	-27	-4	0.2
53	OC[C@H]1[C@H](c2ccccc2)C2(CN(Cc3ccccc3F)C2)N1Cc1ccccc1F	-40	1	0.8
54	Cn1nc(C(=O)N2CCN(S(=O)(=O)/C=C/c3ccccc3)CC2)c2ccccc2c1=O	-33	-5	-1.1
55	CCCCC[C@@H](C)N1C[C@H](COCc2ccccc2)Oc2cc(N3CC[C@H](N(C)C)C3)ccc2S1(=O)=O	-3	-1	0.4
56	O=C1C2C3C=CC(C4CC34)C2C(=O)N1/N=C/c1ccc([N+](=O)[O-])s1 (stereo not drawn)	-24	-1	-0.1
57	O=C(Nc1ccc([N+](=O)[O-])cc1Br)c1cccnc1	-8	-1	-2.5
58	CN1CCN(c2nc(-c3ccccc3O)nc3ccccc23)CC1	53*	3	-0.3
59	Cc1cc(C)n(CC(=O)N/N=C/c2cc([N+](=O)[O-])ccc2O)n1	-25	12	-2.1
60	C/C=C/c1ccc([C@H]2[C@@H](CN(C)C(=O)CC)N(C(=O)C3CC3)[C@H]2CO)cc1	-15	1	-0.1

New compounds follow:
nr	canonical_smiles	RAD52 inh	ERAP1 HTS inh	E-sel inducer
61	CCC(=O)N1[C@H](CO)[C@H](c2ccc(-c3cncnc3)cc2)[C@@H]1CN(C)C(C)=O	14	-1	0.6
62	Cc1ccccc1S(=O)(=O)Cc1ccc(C(=O)NC2CCCC2)o1	-5	2	-0.3
63	O=C(Nc1nnc(SCC(=O)N2CCOCC2)s1)c1ccccc1	-2	10	-1.5
64	CN(N=Cc1ccc2c(c1)OCO2)C(=O)c1ccccc1N	-69	-3	-0.2
65	CNC(=O)CSc1nc(SC)ns1	-5	1	2.2
66	O=C(OCC(=O)N1CCN(C(=O)c2ccco2)CC1)c1cc(S(=O)(=O)Nc2ccc(Cl)cc2)ccc1O	-26	6	0.3
67	COc1ccc(NC(=O)CN(C)C(=O)c2cc(-c3ccc(C)o3)nc3ccccc23)cc1	-42	-2	1.1
68	Nc1nnc(/C=C/c2ccccc2Cl)s1	-9	0	0.9
69	O=C(N[C@H](Cc1ccccc1)C(=O)N1CCN(Cc2ccccn2)CC1)[C@H]1O[C@@H](n2ccc(=O)[nH]c2=O)[C@H](O)[C@@H]1O	4	-3	0.5
70	CCCCCn1cc(CCC(=O)Nc2ccc(N(C)c3ccccn3)cc2)c2ccccc21	-14	0	0.2
71	CC(C)(CO)CN1CCC(n2nccc2NC(=O)C2CCOC2)CC1 (stereo not drawn)	7	-1	-0.3
72	C=CCOc1ccc(C=Nc2cccc(Cl)c2)c(O)c1	-10	-1	-0.9
73	Cc1nc(N2CCOCC2)nc(Oc2ccccc2F)c1[N+](=O)[O-]	4	3	-0.1
74	COc1ccc2c3c([nH]c2c1)[C@@H](CO)N(S(=O)(=O)c1cn(C)cn1)CC31CCN(CC2CCCC2)CC1	10	-1	0.1
75	COc1ccc(/C=N/NC(=O)CCCCCNC(=O)c2ccccc2)cc1	-13	-2	-0.1
76	CC(=O)N(C[C@H]1N[C@H](CO)[C@@H]1c1ccc(-c2cccc(F)c2)cc1)C1CCCC1	22	-1	0.3
77	CC(OC(=O)c1ccc2c(=O)n3c(nc2c1)CCCCC3)C(=O)Nc1ncc(Cl)cc1Cl (stereo not drawn)	-8	0	0.7
78	Cc1cccc(C)c1NC(=O)CN(C)C(=O)CSC(=S)N1CCCC1	-4	0	-0.2
79	CCOC(=O)[C@]12CCC=C1N(Cc1cccc3ccccc13)C(=O)[C@H](CC(=O)NCc1cccc(C(F)(F)F)c1)C2	-10	-9	0.0
80	Cc1ccc(/C=C/C(=O)NCCCN2CCN(CCCNC(=O)/C=C/c3ccc(C)cc3)CC2)cc1	1	-5	-0.6
81	O=[N+]([O-])c1cc2c(ccc3occc32)o1	-9	-1	-0.3
82	Cc1[nH]c2ccccc2c1CC(=O)Nc1ccc(Nc2cccnc2)c(-c2ccc(Cl)c(Cl)c2)c1	-64	-4	0.8
83	CN(C(=O)CCCN1C(=O)c2cccc3cccc(c23)C1=O)c1ccccc1	-3	5	-0.1
84	COc1cccc(NC(=O)CN(c2ccc([N+](=O)[O-])cc2)S(=O)(=O)c2ccccc2)c1	-3	0	-0.4
85	CCOC(=O)c1cc(N)cc([N+](=O)[O-])c1	-11	-1	-0.3
86	O=C(NCCS(=O)(=O)N1CCN(c2ccccc2F)CC1)c1ccco1	-3	3	0.1
87	CC1(C)CC(Cc2nc(=S)[nH][nH]2)C(=O)O1 (stereo not drawn)	-11	3	-1.0
88	COc1ccc2c3c([nH]c2c1)[C@@H](CO)N(C(=O)c1ccccc1)CC31CCN(Cc2cccnc2)CC1	-12	1	0.1
89	COc1ccccc1NC(=O)/C(C#N)=C/c1cc([N+](=O)[O-])ccc1N1CCCC1	i	2	-0.7
90	CCN(CC)CCCNC(=O)c1sc2ncn(CC(=O)Nc3ccc(C)c(Cl)c3)c(=O)c2c1C	9	6	-0.7

Reformatted: results already given.
6. CCCCNc1ccc2c(c1)OC[C@@H](C)NS2(=O)=O
69. O=C(N[C@H](Cc1ccccc1)C(=O)N1CCN(Cc2ccccn2)CC1)[C@H]1O[C@@H](n2ccc(=O)[nH]c2=O)[C@H](O)[C@@H]1O
14. CCCCc1c(-c2ccc(F)cc2)ncn1CCc1ccccc1OC
83. CN(C(=O)CCCN1C(=O)c2cccc3cccc(c23)C1=O)c1ccccc1
67. COc1ccc(NC(=O)CN(C)C(=O)c2cc(-c3ccc(C)o3)nc3ccccc23)cc1

| compound no. | 6 | 69 | 14 | 83 | 67 |
| --- | --- | --- | --- | --- | --- |
| RAD52 inh | 1 | 4 | 17 | -3 | -42 |
| ERAP1 HTS inh | 6 | -3 | 1 | 5 | -2 |
| E-sel inducer | 0.0 | 0.5 | -0.2 | -0.1 | 1.1 |

More structures
nr	canonical_smiles	RAD52 inh	ERAP1 HTS inh	E-sel inducer
91	S=C(Nc1ccccc1)N1CCCCCCC1	-24	2	0.0
92	C=CC1=CCN(S(=O)(=O)C(C)(C)C)[C@@H]1CCO	-17	-1	0.0
93	O=C1CSC(c2cccc(O)c2)N1Cc1ccccc1 (stereo not drawn)	-13	-2	0.0
94	CCOc1ccc(CN(C)C(=O)CCl)cc1	-9	1	0.2
95	Nc1ccc(NC(=S)Nc2ccccc2)cc1	-4	2	0.1
96	COc1ccc(C(=O)NCC2CCN(C(=O)C(=O)c3cc4ccccc4o3)CC2)cc1	-20	6	0.1
97	CCOC(=O)N1CCN(CC(O)COc2ccc(OC)cc2C(C)(C)C)CC1 (stereo not drawn)	0	2	-0.6
98	O=c1oc2cc([N+](=O)[O-])ccc2nc1/C=C(\O)c1cccc(Br)c1	-12	0	-1.0
99	CS(=O)(=O)c1ccc(C(=O)NCC(c2ccco2)N2CCCCC2)cc1 (stereo not drawn)	-2	5	-1.2
100	Cn1c(N)c(C(=O)c2ccc(Cl)cc2)c(=O)n(C)c1=O	-7	12	-2.5
101	CC(C)CN1CCC(CN2C(=S)NC[C@@H]2Cc2ccccc2)CC1	-11	-3	-0.1
102	O=C(NNC(=S)NCc1ccco1)c1cccs1	4	-1	0.5
103	CC1(C)Cc2ccccc2-c2nnc(C(F)(F)F)n21	-11	-2	-0.3
104	CCOc1ccccc1NC(=O)CN1CCN(Cc2ccccc2)CC1	-9	3	-0.2
105	COc1ccc(NC(=O)c2cccnc2N2CCOCC2)cc1	1	1	0.3
106	Cc1ccc2c(C)c(C)c(=O)n(C)c2c1	-11	3	0.0
107	COC(=O)C[C@H]1C=C[C@@H](NS(=O)(=O)c2ccc(C)cc2)[C@@H](CO)O1	-4	1	-0.1
108	CN(C)CCn1c2c(c(SCC(=O)Nc3cccc4ccccc34)nc1=O)CCCC2	-2	-1	1.1
